Dicer processing: blocks human Dicer maturation of pre-miR-21; z-score at 25 µM; AID 1347074; hit rate 6% among 47,000; cat-ELCCA pre-miR-21 Dicer processing, chemiluminescence; hits give high values; in the data active = z-score above about 3, passing the limit was not always enough;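 note: plate controls were vehicle for no effect and no enzyme for full effect; higher signal means more uncleaved substrate so more Dicer inhibition; strong numbers were not always called active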
Target sequence (Q9UPY3 whole entry, looked up): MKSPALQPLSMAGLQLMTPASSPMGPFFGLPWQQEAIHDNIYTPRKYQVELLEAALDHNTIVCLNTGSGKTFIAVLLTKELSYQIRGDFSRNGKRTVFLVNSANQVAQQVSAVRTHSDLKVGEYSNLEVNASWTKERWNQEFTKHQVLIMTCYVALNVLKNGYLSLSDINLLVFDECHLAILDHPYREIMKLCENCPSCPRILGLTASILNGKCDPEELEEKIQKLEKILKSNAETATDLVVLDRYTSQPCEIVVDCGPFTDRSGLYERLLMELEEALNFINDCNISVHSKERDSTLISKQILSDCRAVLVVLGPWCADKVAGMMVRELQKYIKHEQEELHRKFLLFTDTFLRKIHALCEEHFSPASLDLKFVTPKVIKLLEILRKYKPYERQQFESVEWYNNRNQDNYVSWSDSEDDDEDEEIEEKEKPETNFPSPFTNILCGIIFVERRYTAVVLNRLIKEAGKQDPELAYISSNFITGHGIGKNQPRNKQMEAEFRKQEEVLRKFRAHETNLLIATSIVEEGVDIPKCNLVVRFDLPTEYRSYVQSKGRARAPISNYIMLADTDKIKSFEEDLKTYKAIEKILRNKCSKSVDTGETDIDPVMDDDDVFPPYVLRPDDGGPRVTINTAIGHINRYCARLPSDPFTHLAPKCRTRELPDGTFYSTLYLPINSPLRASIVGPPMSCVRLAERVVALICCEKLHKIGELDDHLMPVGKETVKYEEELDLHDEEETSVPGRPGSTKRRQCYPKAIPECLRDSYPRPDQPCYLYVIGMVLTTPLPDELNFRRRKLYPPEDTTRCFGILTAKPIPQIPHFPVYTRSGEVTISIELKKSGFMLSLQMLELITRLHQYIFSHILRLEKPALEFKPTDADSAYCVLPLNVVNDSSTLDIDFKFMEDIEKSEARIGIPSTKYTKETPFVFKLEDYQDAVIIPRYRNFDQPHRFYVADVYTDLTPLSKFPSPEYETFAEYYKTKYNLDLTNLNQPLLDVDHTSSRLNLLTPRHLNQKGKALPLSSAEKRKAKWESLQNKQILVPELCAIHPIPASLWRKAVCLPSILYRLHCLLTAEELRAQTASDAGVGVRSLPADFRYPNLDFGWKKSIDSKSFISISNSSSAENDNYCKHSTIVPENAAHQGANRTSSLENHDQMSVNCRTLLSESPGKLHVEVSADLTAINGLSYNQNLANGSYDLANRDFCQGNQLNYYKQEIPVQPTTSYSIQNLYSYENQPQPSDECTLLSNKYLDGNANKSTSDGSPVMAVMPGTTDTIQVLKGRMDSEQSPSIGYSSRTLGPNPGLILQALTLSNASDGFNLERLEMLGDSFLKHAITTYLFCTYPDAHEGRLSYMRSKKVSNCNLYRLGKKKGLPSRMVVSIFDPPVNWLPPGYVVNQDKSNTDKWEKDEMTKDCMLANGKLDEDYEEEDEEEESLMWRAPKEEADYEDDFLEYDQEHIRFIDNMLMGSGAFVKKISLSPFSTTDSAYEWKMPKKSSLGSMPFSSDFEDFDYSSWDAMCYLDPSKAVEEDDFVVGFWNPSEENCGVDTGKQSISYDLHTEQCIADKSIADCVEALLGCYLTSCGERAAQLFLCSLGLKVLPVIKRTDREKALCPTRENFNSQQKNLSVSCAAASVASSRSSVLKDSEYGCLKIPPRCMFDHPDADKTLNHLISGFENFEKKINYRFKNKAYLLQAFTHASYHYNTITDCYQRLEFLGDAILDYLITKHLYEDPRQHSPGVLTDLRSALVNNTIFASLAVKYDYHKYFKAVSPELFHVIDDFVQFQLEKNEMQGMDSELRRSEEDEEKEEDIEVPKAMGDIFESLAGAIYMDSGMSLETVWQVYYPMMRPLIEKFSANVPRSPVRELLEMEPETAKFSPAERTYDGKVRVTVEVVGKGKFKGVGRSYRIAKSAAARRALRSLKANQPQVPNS
An asterisk follows results filed as active.

SMILES	Dicer processing
Cc1c(NC2=CC(=O)CC(C)(C)C2)c(=O)n(-c2ccccc2)n1C	0.78
COc1ccc(Br)cc1CN1CCN(Cc2ccc3c(c2)OCO3)CC1	0.98
CCCN1C(=O)N(C)C2NC(=O)NC21 (configuration not stated)	0.55
CC1=CC(C)(C)N(C(=O)CSc2nc3ccccc3[nH]2)c2ccccc21	-0.12
O=C(Oc1ccc(Br)cc1)c1cccnc1	5.5*
Cc1ccc(Sc2ncccc2C(=O)O)cc1	-0.15
CCOc1ccccc1C1Nc2ccccc2-c2cc(C)nn21 (configuration not stated)	2
O=C(NC(=O)N1CCSC1)c1c(Cl)cccc1Cl	-0.67
Cc1cccc(NC(=O)Nc2ccccc2F)n1	1.1
CCc1ccc(-n2nc3ccc(N)cc3n2)cc1	-5.2
Nc1ccccc1SCc1cc(Cl)cc2c1OCOC2	0.81
O=c1[nH]c2cc(Cl)ccc2c(O)c1-c1ccc(Oc2ccccc2)cc1	-0.1
O=C(O)c1cccc(CSc2cccs2)c1	-0.83
O=C(O)c1ccc(Nc2ccnc3cc(Cl)ccc23)cc1	1.6
CC1CCC(C(C)C)C(NC(=O)c2cccc(C(F)(F)F)c2)C1 (configuration not stated)	-1.3
Cc1ccc(S(=O)(=O)NC(=O)Nc2nc(-c3ccc(C)c(Cl)c3)c(C)s2)cc1	-1.6
CCOC(=O)N/N=C(\C)c1oc(C)cc1C	-0.76
COC(=O)C1=C(C)Nc2nc3ccccc3n2C1c1cccc(C)c1 (configuration not stated)	1
CCOC(=O)C(=O)Nc1nnc(COC)s1	1.9
S=C(NCc1ccccc1)NCc1ccccn1	0.96

Overlap with the part before: 6 entries, then new ones.
SMILES	Dicer processing
CC1CCC(C(C)C)C(NC(=O)c2cccc(C(F)(F)F)c2)C1 (configuration not stated)	-1.3
Cc1ccc(S(=O)(=O)NC(=O)Nc2nc(-c3ccc(C)c(Cl)c3)c(C)s2)cc1	-1.6
CCOC(=O)N/N=C(\C)c1oc(C)cc1C	-0.76
COC(=O)C1=C(C)Nc2nc3ccccc3n2C1c1cccc(C)c1 (configuration not stated)	1
CCOC(=O)C(=O)Nc1nnc(COC)s1	1.9
S=C(NCc1ccccc1)NCc1ccccn1	0.96
O=S(=O)(Nc1ccc(Oc2ccc(F)cc2)nc1)c1cccc2cccnc12	0.4
Clc1ccc(-c2nnc3n2N=C(c2c[nH]c4ccccc24)CS3)cc1	0.47
CC(C)(C)c1cc2nc(C(F)(F)F)cc(=O)n2[nH]1	0.08
CCOc1cc(C)c(Cl)cc1S(=O)(=O)n1cc(C)nc1CC	2.7
CCOC(=O)C1(C(F)(F)F)N=C(N2CCOCC2)Oc2c1c(C)nn2-c1ccccc1 (configuration not stated)	-1.9
Cc1cc(NCCC(C)C)n2ncnc2n1	-0.71
CCOC(=O)C1=C(C)NC2=C(C(=O)CCC2)C1c1ccc2c(c1)OCO2 (configuration not stated)	1.1
Cn1ccc(NC(=O)Nc2ccc(Cl)cc2)n1	-0.04
O=C(Cn1cccc(C(F)(F)F)c1=O)Nc1cccc(Cl)c1	15
O=C1C=CC(=O)C(CCCCCCC2=CC(=O)C=CC2=O)=C1	1.2
S=c1nccc(-c2ccc3c(c2)OCCO3)[nH]1	0.1
CCN(CC)CC(=O)Nn1c(C)nc2c(ncn2-c2ccccc2)c1=O	1.6
COc1cccc(C2Nc3ccccc3NC3=C2C(=O)CC(c2ccccc2)C3)c1OC (configuration not stated)	1.7
NC(=O)c1c(NC(=O)COc2ccccc2Cl)sc2c1CCCC2	-4.1
Clc1ccccc1-c1nnc2sc(-c3ccccc3)nn12	0.87
CC(=O)Nc1ccc(S(=O)(=O)NNc2c(Cl)cncc2Cl)cc1Cl	-1.8
CN(C)CCCN1C(=O)C(O)=C(C(=O)c2cccs2)C1c1ccncc1 (configuration not stated)	1.2
CC(C)CCOc1cccc(OCC(=O)NC2CCS(=O)(=O)C2)c1 (configuration not stated)	-3.3
Nc1nc(NCc2cccs2)nn1-c1ccccc1	4.3*
CC1(C)C2CCC1(CS(=O)(=O)Nc1cccc(S(N)(=O)=O)c1)C(=O)C2 (configuration not stated)	-0.26
Cc1ccc(S(=O)(=O)Nc2cc(-c3ccccc3)nn2C)cc1Cl	0.41
CCOC(=O)NC(=S)Nc1cc(C(F)(F)F)cc(C(F)(F)F)c1	-1.7
CSC1=N/C(=C\c2ccc(OCC(=O)O)cc2)C(=O)S1	0.3
O=C(O)CSc1ccc(F)cc1Cl	-0.34
O=C(O)c1ccccc1C(=O)Nc1ccc(-n2nccc2C(F)(F)F)cc1	0.42
CSC(=NC(=O)c1c(Cl)cccc1Cl)SC	-1.8
COC(=O)c1c(C)oc2cc(Br)c(OCc3ccccc3F)cc12	0.26
COC(=O)c1cc(OCC(F)(F)F)nc(OCC(F)(F)F)c1	-1.1
CCOC(=O)C1=C(C)NC2=C(C(=O)CC(c3ccc(OC)cc3)C2)C1c1ccc(O)c(OC)c1 (configuration not stated)	-0.1
COc1ccc(-c2sc(/N=C/c3cccs3)c(C#N)c2C)cc1OC	1.1
Cc1ccc(CNc2nc3c(c(=O)[nH]c(=O)n3C)n2CC(O)COC(C)C)cc1 (configuration not stated)	2
CSC(N)=Nc1cc(C)c(C)cc1C	1.4
Cc1ccccc1-c1nc2ccccc2[nH]1	4.5
CSc1ncc2c(n1)-c1c(SC)sc(C(=O)Nc3ccc(Cl)cc3)c1CC2	-0.47
COC(=O)c1ccc(S(=O)(=O)N(CCO)CCO)n1C	0.61
FC(F)(F)c1cnc(NCc2cccnc2)c(Cl)c1	0.67
Cc1ccc(Oc2ncc(Cl)cc2C(F)(F)F)c2c1CCC2	-0.87
Cc1c(C(=O)Nc2ccc(N3CCOCC3)c(Cl)c2)cnn1-c1ccc(F)cc1	11
CC1=C(C(N)=O)C(c2cccc(O)c2)n2nc(CCCO)nc2N1 (configuration not stated)	-0.57
COCCN1CN=C(Nc2nc3ccccc3s2)NC1	1.4
CC1C(=O)C(C)C(c2ccc(O)cc2)NC1c1ccc(O)cc1 (configuration not stated)	0.04
CCOC(=O)c1[nH]ncc1Sc1ccc(Cl)cc1	-0.61
O=C(Nc1ccc(Cl)cc1)c1c(O)c2ccccc2[nH]c1=O	0.11
CC1(C)Cc2ccccc2C2=C(C(=O)N3CCCC3)C(=O)C(=O)N21	-1.3
CCOc1ccc(-c2nc(C#N)c(N3CCOCC3)o2)cc1	-1.5
Fc1cccc(-c2nn3c(-c4ccccc4)nnc3s2)c1	0.15
Nc1nc2c(c(=O)[nH]1)C(c1ccc(Cl)cc1)CC(=O)N2 (configuration not stated)	-0.94
Cc1cc(C)n2c(SC3CCCCC3NS(=O)(=O)c3ccccc3)nnc2n1 (configuration not stated)	0
COc1ccc(Cl)cc1S(=O)(=O)N1CCN(Cc2ccc3c(c2)OCO3)CC1	0.11
c1ccc2[nH]c(-c3ccc(-c4nc5ccccc5o4)cc3)nc2c1	0.34
O=c1nc(-c2ccccc2)nc(-c2ccccc2)[nH]1	-2.2
Cc1c(S(=O)(=O)Nc2ccc3[nH]ccc3c2)sc2ccc(Cl)cc12	3.5*
O=C1c2oc3ccccc3c(=O)c2C(c2ccccc2)N1Cc1ccc2c(c1)OCO2 (configuration not stated)	0.19
Cn1c(=O)c2c(-c3ccccc3)n(Cc3ccccc3)cc2n(C)c1=O	0.97
CSC(SC)=C(C(C)=O)S(=O)(=O)c1ccc(Cl)cc1	-2.8
S=C(Nc1ccccc1Cl)N1CCOC1c1c[nH]c2ccccc12 (configuration not stated)	0.71
CCOC(=O)c1nnn(-c2nonc2N)c1CN1CCc2ccccc2C1	0.99
CN(c1ccccc1C(=O)O)S(=O)(=O)c1ccc2[nH]c(=O)oc2c1	-1.1
Cc1ccc2nc3c(nc2c1)-c1cccc2cccc-3c12	1.9
C=C(C)CC(NC(C)c1ccccc1)c1ccco1 (configuration not stated)	-0.57

Structures from the list above that have a CF3 group:
SMILES	Dicer processing
CC1CCC(C(C)C)C(NC(=O)c2cccc(C(F)(F)F)c2)C1 (configuration not stated)	-1.3
CC(C)(C)c1cc2nc(C(F)(F)F)cc(=O)n2[nH]1	0.08
CCOC(=O)C1(C(F)(F)F)N=C(N2CCOCC2)Oc2c1c(C)nn2-c1ccccc1 (configuration not stated)	-1.9
O=C(Cn1cccc(C(F)(F)F)c1=O)Nc1cccc(Cl)c1	15
CCOC(=O)NC(=S)Nc1cc(C(F)(F)F)cc(C(F)(F)F)c1	-1.7
O=C(O)c1ccccc1C(=O)Nc1ccc(-n2nccc2C(F)(F)F)cc1	0.42
COC(=O)c1cc(OCC(F)(F)F)nc(OCC(F)(F)F)c1	-1.1
FC(F)(F)c1cnc(NCc2cccnc2)c(Cl)c1	0.67
Cc1ccc(Oc2ncc(Cl)cc2C(F)(F)F)c2c1CCC2	-0.87

Further results
SMILES	Dicer processing
Oc1ccccc1-c1cc2ccccc2[nH]1	-0.94
CCOC(=O)C1=C(C)NC2=C(C(=O)CC(c3ccccc3)C2)C1c1ccc2c(c1)OCO2 (configuration not stated)	0.9
COc1ccc(C2c3c(oc4ccccc4c3=O)C(=O)N2c2nnc(C(C)C)s2)cc1 (configuration not stated)	-0.48
O=C(Nc1nnc(C(F)(F)F)s1)c1ccc(F)c(Cl)c1	-0.73
CC(C)CC(NC(=O)Cc1ccsc1)C(=O)NN (configuration not stated)	-2.8
O=[N+]([O-])c1ccccc1S(=O)c1ccccc1[N+](=O)[O-]	-0.89
C=CCc1cccc(C2N(C)c3ccccc3N2C)c1O	-3.1
C#CCSc1n[nH]c(=O)n1-c1cccc(C(F)(F)F)c1	4.5
COC(=O)C1=C(C)NC2=C(C(=O)CC(C)(C)C2)C1c1ccc(OC)c(Br)c1 (configuration not stated)	1.2
O=C(NC(=O)N1CCCCC1)c1csnn1	-0.86
CC(=O)/C(N=Nc1ccc2c(c1)OCO2)=C(\C)O	1.3
CCOC(=O)c1cc(/C(C)=N/Nc2cc(C(F)(F)F)cc(C(F)(F)F)c2)on1	-1.2
CC1(C)Cc2c(c(N3CCOCC3)nc3sc4c(=O)n(-c5ccccn5)cnc4c23)CO1	0.26
O=C(Nc1ccn([C@H]2CC[C@@H](CO)O2)c(=O)n1)c1ccccc1	0.06
COc1cc(C2C(C(=O)OC(C)C)=C(C)Nc3nc4ccccc4n32)ccc1O (configuration not stated)	2.9
Cc1cc(NCc2cccnc2)nc(N)n1	-0.29
CSc1ccccc1NC(=O)CN(c1ccccc1)S(=O)(=O)N(C)C	-0.24
C[C@H](O)C(=O)C1=Nc2c(nc(N)[nH]c2=O)NC1	-1.6
Cc1cccc(Cl)c1NC(=S)NN	1.1
CC1=C(C(=O)OCC2CCCO2)C(c2ccccc2C)C2=C(CC(C)(C)CC2=O)N1 (configuration not stated)	-0.02
O=C(O)c1ccccc1NS(=O)(=O)c1ccc2c3c(cccc13)C(=O)N2	0.54
COc1ccc(Br)cc1C1Nc2ccc3ncccc3c2C2=C1C(=O)CCC2 (configuration not stated)	1.5
COC(=O)c1nn(-c2ccc(OC)cc2)c(=O)c2c(NC(C)=O)sc(C)c12	-1.6
Cc1ccc(Oc2ccc([N+](=O)[O-])cn2)c([N+](=O)[O-])n1	-0.84
COC(=O)c1cccc(N2C(=O)c3ccccc3S2(=O)=O)c1	1.7
CSc1nc(C)nc(Nc2ccc(Cl)cc2Cl)c1C#N	-0.83
COc1cc(C2Nc3ccccc3NC3=C2C(=O)CC(c2ccc(OC)c(OC)c2)C3)ccc1O (configuration not stated)	-0.72
Cc1ccc(C2=NN3C(C2)c2cc(Br)ccc2OC3c2ccncc2)s1 (configuration not stated)	4.3*
CSc1nc2ccc([N+](=O)[O-])cc2s1	-0.26
CSc1nc(-c2ccccc2)cc(=O)[nH]1	1.6
CC(C)(C)c1cc(NC(=O)CC#N)c(C(N)=O)s1	1
CCOC(=O)c1sc(SCc2ccc(Cl)cc2)c2c1CCCC2=O	-1.4
CN(NC1OC(=O)c2ccccc21)c1ccccc1[N+](=O)[O-] (configuration not stated)	3.2*
N#C/C(=C/c1ccccc1N1CCN(Cc2ccccc2)CC1)S(=O)(=O)c1ccccc1	-0.53
Cc1ccc(S(=O)(=O)N2CCC(C)CC2)cc1	1.3
O=C(NC(=S)Nc1ccccc1Cl)c1cnn2c(C(F)(F)F)cc(C(F)(F)F)nc12	0.93
CN(C(=O)c1cc2cccc([N+](=O)[O-])c2[nH]1)c1ccccc1Cl	0.11
COc1ccc(C2CC(=O)C3=C(C2)NC(C)=C(C#N)C3c2ccc(N(C)C)cc2)cc1 (configuration not stated)	1.5
Clc1ccc(-c2cc(-c3csc(Nc4ccccc4Cl)n3)on2)c(Cl)c1	0.9
c1cncc(-c2nnc(-c3cccnc3)nn2)c1	-5.7
COc1ccc(CN2C(=O)c3oc4ccc(F)cc4c(=O)c3C2c2ccc(O)cc2)cc1 (configuration not stated)	0.51
N#Cc1ccc(C2Nc3cc(Cl)ccc3O2)cc1 (configuration not stated)	-0.49
CCc1ccnc(NS(=O)(=O)c2ccc3c(c2)OCCCO3)c1	-1.5
Cn1cnc(S(=O)(=O)NCc2ccc3c(c2)OCO3)c1	-0.18
CCOC(=O)C1=C(C)NC2=C(C(=O)CC(c3ccc(Cl)cc3)C2)C1c1ccc(O)c(OCC)c1 (configuration not stated)	2.1
O=C1c2ccc([N+](=O)[O-])cc2C(=O)N1CNc1ccc(Cl)cc1	2.1
COc1ccc(S(=O)(=O)Nc2cccnc2)c(C)c1C	1.1
O=C1CC(c2ccccc2)CC(=O)N1c1ccccc1	-4
COc1cccc(C2Nc3c(C)cc(C)cc3-c3cc(C)nn32)c1OC (configuration not stated)	4.9*
CCOC(=O)c1sc(SCc2ccccc2)c2c1CC(c1ccc(C)cc1)CC2O (configuration not stated)	1.4
CCn1nc(-c2cccs2)cc1C(=O)NC(C)C	-0.72
Cc1onc(-c2ccccc2)c1NC(=O)Nc1ccccc1Oc1ccccc1	-0.79
CN(C)CCCSC(=N)N	10
COc1ccc(C(=O)CN2C3=NCCN3c3ccccc32)cc1	0.1
CCC(C)OC(=O)Cn1nnc2sc3c(c2c1=O)CCCC3 (configuration not stated)	1.9

Compound activity: PubChem BioAssay, Center for Chemical Genomics, University of Michigan

Only part of the results is shown, so the mix of outcomes need not match the whole.
